High-throughput results: PubChem BioAssay, Broad Institute
NSD2 inh = inhibitors of human NSD2 methyltransferase. hit rate 0.07% among 44,000. AID 624260. O96028. NSD2-SET H3K36me1 DELFIA fluorescence, biochemical. inhibition, % at 12.5 µM; in the data active means inhibition above about 54%, passing the limit was not always enough; inconclusive means no clear call, values can overlap the other calls;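 further: inhibitors reduce the monomethyl H3K36 fluorescence signal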
Target sequence (O96028 whole entry, looked up): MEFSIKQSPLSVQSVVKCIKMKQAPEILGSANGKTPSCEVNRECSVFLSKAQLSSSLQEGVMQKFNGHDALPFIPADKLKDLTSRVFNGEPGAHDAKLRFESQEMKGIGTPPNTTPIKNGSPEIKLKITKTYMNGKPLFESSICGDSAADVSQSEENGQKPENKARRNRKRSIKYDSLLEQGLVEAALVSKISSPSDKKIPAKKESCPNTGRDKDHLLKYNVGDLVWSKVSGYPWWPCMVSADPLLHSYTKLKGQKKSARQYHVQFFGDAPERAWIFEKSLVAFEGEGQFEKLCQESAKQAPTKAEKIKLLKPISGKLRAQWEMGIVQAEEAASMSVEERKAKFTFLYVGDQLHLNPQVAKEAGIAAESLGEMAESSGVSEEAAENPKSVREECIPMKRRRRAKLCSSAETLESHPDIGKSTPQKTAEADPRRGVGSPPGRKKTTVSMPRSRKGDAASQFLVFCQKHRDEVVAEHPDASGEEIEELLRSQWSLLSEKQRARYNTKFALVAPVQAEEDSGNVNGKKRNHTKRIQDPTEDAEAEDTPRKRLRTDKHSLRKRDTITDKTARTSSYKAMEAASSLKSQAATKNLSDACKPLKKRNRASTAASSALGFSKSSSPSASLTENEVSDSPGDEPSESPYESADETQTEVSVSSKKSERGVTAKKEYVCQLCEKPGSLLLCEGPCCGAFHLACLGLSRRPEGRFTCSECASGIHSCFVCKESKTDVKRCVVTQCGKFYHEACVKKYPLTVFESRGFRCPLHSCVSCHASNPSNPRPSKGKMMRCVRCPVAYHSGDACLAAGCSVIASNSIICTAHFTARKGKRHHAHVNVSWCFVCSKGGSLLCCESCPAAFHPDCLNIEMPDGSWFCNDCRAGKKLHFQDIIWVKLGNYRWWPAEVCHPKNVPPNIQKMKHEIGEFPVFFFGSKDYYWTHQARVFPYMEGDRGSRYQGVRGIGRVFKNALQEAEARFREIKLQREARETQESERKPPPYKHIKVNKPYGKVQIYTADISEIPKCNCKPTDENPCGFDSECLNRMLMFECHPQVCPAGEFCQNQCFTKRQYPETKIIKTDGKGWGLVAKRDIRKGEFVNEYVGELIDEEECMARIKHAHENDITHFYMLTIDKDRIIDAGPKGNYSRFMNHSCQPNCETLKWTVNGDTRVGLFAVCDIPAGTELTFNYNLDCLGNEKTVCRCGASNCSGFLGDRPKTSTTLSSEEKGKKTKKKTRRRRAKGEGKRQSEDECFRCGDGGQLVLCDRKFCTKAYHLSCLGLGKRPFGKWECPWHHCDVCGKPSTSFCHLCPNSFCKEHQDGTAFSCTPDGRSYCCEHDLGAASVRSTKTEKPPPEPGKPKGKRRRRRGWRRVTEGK
* = called active by the depositor; ? = inconclusive.

The opening 3 records (preview)
NSD2 inh | structure
3 | C[C@@H]1CN([C@@H](C)CO)C(=O)c2cc(N(C)C)ccc2O[C@H]1CN(C)C(=O)Nc1ccccc1
-2 | C[C@H]1CCCCO[C@@H](CN(C)C(=O)Nc2ccc(C(F)(F)F)cc2)[C@@H](C)CN([C@@H](C)CO)C(=O)c2cc(NC(=O)c3ccncc3)ccc2O1
3 | C[C@H](CO)N1C[C@H](C)[C@H](CN(C)S(=O)(=O)c2ccc(Cl)cc2)Oc2c(NC(=O)c3ccncc3)cccc2C1=O

The whole of this part, from the start:
NSD2 inh | structure
3 | C[C@@H]1CN([C@@H](C)CO)C(=O)c2cc(N(C)C)ccc2O[C@H]1CN(C)C(=O)Nc1ccccc1
-2 | C[C@H]1CCCCO[C@@H](CN(C)C(=O)Nc2ccc(C(F)(F)F)cc2)[C@@H](C)CN([C@@H](C)CO)C(=O)c2cc(NC(=O)c3ccncc3)ccc2O1
3 | C[C@H](CO)N1C[C@H](C)[C@H](CN(C)S(=O)(=O)c2ccc(Cl)cc2)Oc2c(NC(=O)c3ccncc3)cccc2C1=O
4 | C[C@]1(O)CC[C@@H]2C(C(=O)O)=CO[C@@H](O[C@@H]3O[C@H](COC(=O)c4ccc(O)cc4)[C@@H](O)[C@H](O)[C@H]3O)[C@@H]21
2 | C[C@@H]1CN([C@H](C)CO)C(=O)c2cc(C#Cc3cccnc3)cnc2O[C@H]1CN(C)Cc1cccnc1
3 | C[C@H](NC(=O)C[C@@H]1C=C[C@H](NC(=O)Cc2ccccn2)[C@@H](CO)O1)c1ccccc1
-12 | O=C(O)C[C@H]1C[C@@H]2c3cc(NC(=O)C4CCC4)ccc3O[C@@H]2[C@@H](CO)O1
2 | C[C@@H]1CCCCO[C@H](CN(C)S(=O)(=O)c2cccs2)[C@H](C)CN([C@@H](C)CO)C(=O)c2cc(NC(=O)Nc3cccc4ccccc34)ccc2O1
9 | CC(C)C#Cc1ccc2c(c1)O[C@H](CN(C)S(=O)(=O)c1cn(C)cn1)[C@H](C)CN([C@@H](C)CO)S2(=O)=O
0 | COc1ccc(NC(=O)N(C)C[C@@H]2Oc3ccc(NC(=O)NC4CCCCC4)cc3CC(=O)N([C@H](C)CO)C[C@H]2C)cc1
-3 | C/C=C/c1cnc2c(c1)C(=O)N([C@H](C)CO)C[C@@H](C)[C@@H](CN(C)C(=O)NC1CCCCC1)O2
-4 | C[C@@H]1CN([C@H](C)CO)C(=O)Cc2cc(NC(=O)CCC(F)(F)F)ccc2O[C@@H]1CN(C)Cc1ccc(C(F)(F)F)cc1
18 | C[C@@H]1CN([C@H](C)CO)C(=O)c2cccc(NS(=O)(=O)c3ccc(F)cc3)c2O[C@@H]1CN(C)C(=O)Nc1ccc2c(c1)OCO2
-3 | C[C@@H]1CN([C@@H](C)CO)C(=O)c2cc(NC(=O)CCN3CCOCC3)ccc2O[C@@H]1CN(C)Cc1ccncc1
1 | C[C@@H]1CCCCO[C@H](CN(C)Cc2ccc(C(=O)O)cc2)[C@@H](C)CN([C@H](C)CO)C(=O)c2cc(NS(C)(=O)=O)ccc2O1
-2 | C[C@H](CO)N1C[C@H](C)[C@H](CN(C)C(=O)Nc2ccccc2)OCCCC[C@H](C)Oc2ccc(NS(C)(=O)=O)cc2C1=O
-3 | CC(C)NC(=O)Nc1ccc2c(c1)C(=O)N([C@H](C)CO)C[C@H](C)[C@H](CN(C)S(=O)(=O)c1ccc(Cl)cc1)O2
-8 | C/C=C/c1ccc2c(c1)O[C@H](CN(C)C(=O)Cc1ccncc1)[C@H](C)CN([C@H](C)CO)S2(=O)=O
2 | C[C@@H]1CN([C@@H](C)CO)C(=O)c2cc(N(C)C)ccc2O[C@H]1CN(C)C(=O)Nc1ccc2c(c1)OCO2
-3 | CC(C)=CCC/C(C)=C/CC/C(C)=C/CSc1ncn[nH]1

Reprinted from the part before: 6 entries, then new ones.
NSD2 inh | structure
1 | C[C@@H]1CCCCO[C@H](CN(C)Cc2ccc(C(=O)O)cc2)[C@@H](C)CN([C@H](C)CO)C(=O)c2cc(NS(C)(=O)=O)ccc2O1
-2 | C[C@H](CO)N1C[C@H](C)[C@H](CN(C)C(=O)Nc2ccccc2)OCCCC[C@H](C)Oc2ccc(NS(C)(=O)=O)cc2C1=O
-3 | CC(C)NC(=O)Nc1ccc2c(c1)C(=O)N([C@H](C)CO)C[C@H](C)[C@H](CN(C)S(=O)(=O)c1ccc(Cl)cc1)O2
-8 | C/C=C/c1ccc2c(c1)O[C@H](CN(C)C(=O)Cc1ccncc1)[C@H](C)CN([C@H](C)CO)S2(=O)=O
2 | C[C@@H]1CN([C@@H](C)CO)C(=O)c2cc(N(C)C)ccc2O[C@H]1CN(C)C(=O)Nc1ccc2c(c1)OCO2
-3 | CC(C)=CCC/C(C)=C/CC/C(C)=C/CSc1ncn[nH]1
? | CC(C)NC(=O)N(C)C[C@@H]1OCCCC[C@@H](C)Oc2ccc(NC(=O)CCC(F)(F)F)cc2C(=O)N([C@H](C)CO)C[C@H]1C
-3 | Cc1cc(N2CC(C)CC(C)C2)nc2ccc(NC(=O)CCC(=O)Nc3ccc(F)cc3Cl)cc12 (stereo not given)
4 | C[C@@H]1CN([C@@H](C)CO)C(=O)c2cc(NC(=O)C3CCCCC3)ccc2O[C@@H](C)CCCCO[C@@H]1CN(C)C
1 | C[C@H]1CN([C@@H](C)CO)C(=O)c2cc(NC(=O)C3CCCCC3)ccc2O[C@H]1CN(C)C(=O)Nc1ccccc1
-6 | C[C@@H]1CN([C@@H](C)CO)C(=O)c2cc(NS(=O)(=O)c3ccc(Cl)cc3)ccc2O[C@H]1CN(C)Cc1ccc(C(F)(F)F)cc1
-2 | C[C@H](CO)N1C[C@H](C)[C@H](CN(C)S(=O)(=O)c2ccc(Cl)cc2)OCc2ccccc2-c2ccccc2C1=O
-3 | CC(C)CC#Cc1ccc2c(c1)O[C@@H](CN(C)Cc1cncnc1)[C@H](C)CN([C@H](C)CO)S2(=O)=O
-5 | C[C@@H]1CN([C@H](C)CO)C(=O)c2cc(NS(=O)(=O)c3ccccc3)ccc2O[C@H]1CN(C)Cc1ccc(C(=O)Nc2ccccc2N)cc1
9 | Cc1ccc(S(=O)(=O)Nc2ccc3c(c2)C(=O)N([C@@H](C)CO)C[C@H](C)[C@@H](CN(C)S(=O)(=O)c2cn(C)cn2)OCCCC[C@H](C)O3)cc1
-1 | C[C@H](CO)N1C[C@H](C)[C@@H](CN(C)S(=O)(=O)c2cn(C)cn2)Oc2ccc(NC(=O)C3CCCCC3)cc2CC1=O
3 | Cc1ccc(S(=O)(=O)Nc2ccc3c(c2)CC(=O)N([C@H](C)CO)C[C@@H](C)[C@H](CN(C)C)O3)cc1
1 | O=C(C[C@H]1C[C@H]2c3cc(NC(=O)c4ccc5c(c4)OCO5)ccc3O[C@H]2[C@H](CO)O1)NCCN1CCCCC1
-1 | O=C(C[C@@H]1C[C@@H]2c3cc(NC(=O)Cc4ccncc4)ccc3O[C@@H]2[C@@H](CO)O1)NCc1ccccc1
-2 | C/C=C/c1ccc2c(c1)O[C@@H](CN(C)Cc1ccccc1F)[C@@H](C)CN([C@@H](C)CO)S2(=O)=O
0 | C[C@H](CO)N1C[C@H](C)[C@H](CN(C)C)OCCCC[C@H](C)Oc2ccc(NC(=O)Cc3ccccc3)cc2C1=O
5 | Cc1ccc(S(=O)(=O)Nc2ccc3c(c2)C(=O)N([C@@H](C)CO)C[C@H](C)[C@H](CN(C)S(=O)(=O)c2cn(C)cn2)OCCCC[C@@H](C)O3)cc1
-3 | C[C@@H]1CN([C@@H](C)CO)C(=O)c2cc(C#C[C@@H](C)O)cnc2O[C@H]1CN(C)C(=O)c1ccncc1
-1 | C[C@@H]1CN([C@H](C)CO)S(=O)(=O)c2ccc(C#Cc3ccccc3F)cc2O[C@@H]1CN(C)C(=O)Cc1cccnc1
1 | C[C@H]1CN([C@@H](C)CO)C(=O)c2cc(C3=CCCC3)cnc2O[C@@H]1CN(C)Cc1cccnc1
1 | COc1cccc(-c2ccc3c(c2)O[C@H](CN(C)Cc2ccncc2)[C@H](C)CN([C@@H](C)CO)S3(=O)=O)c1

NSD2 inh | structure
5 | C[C@@H]1CN([C@@H](C)CO)C(=O)c2cc(C3=CCCCC3)cnc2O[C@H]1CN(C)C(=O)c1ccncc1
3 | C[C@@H]1CN([C@@H](C)CO)C(=O)Cc2cc(NC(=O)CCCCCC(=O)Nc3ccccc3N)ccc2O[C@@H]1CN(C)C(=O)Nc1cccc2ccccc12
29 | CCCN(C)C[C@@H]1Oc2cc(C#CCC3CCCC3)ccc2S(=O)(=O)N([C@@H](C)CO)C[C@@H]1C
0 | C=CC[C@]1(C(=O)N2CCCCC2)N=C(c2ccc(OCCCO)cc2)O[C@H]1c1ccccc1
1 | C[C@@H]1CN([C@H](C)CO)C(=O)Cc2cc(NC(=O)Nc3cccc4ccccc34)ccc2O[C@@H]1CN(C)S(=O)(=O)c1cn(C)cn1
-8 | C=CC1(C)C=C2CCC3C(C)(C)C(O[C@@H]4O[C@@H](CO)[C@H](O)[C@H]4O)CCC3(C)C2CC1O[C@@H]1O[C@H](C)[C@@H](OC)[C@H](O)[C@H]1O (stereo not given in full)
4 | C[C@H](CO)N1C[C@H](C)[C@H](CN(C)Cc2ccncc2)Oc2ccc(NS(=O)(=O)c3ccc(Cl)cc3)cc2C1=O
0 | COc1cccc(S(=O)(=O)N(C)C[C@@H]2Oc3ncc(C#CC(C)C)cc3C(=O)N([C@@H](C)CO)C[C@H]2C)c1
-3 | Cc1ccc(S(=O)(=O)Nc2ccc3c(c2)CC(=O)N([C@H](C)CO)C[C@@H](C)[C@H](CN(C)S(=O)(=O)c2c(C)noc2C)O3)cc1
2 | C[C@H]1CN([C@@H](C)CO)C(=O)c2cc(C#Cc3ccccc3)cnc2O[C@H]1CN(C)C(=O)C1CC1
-2 | C[C@@H]1CN([C@H](C)CO)C(=O)c2cc(NC(=O)CCC(F)(F)F)ccc2O[C@@H](C)CCCCO[C@H]1CN(C)Cc1ccccc1
-5 | COc1ccc(NC(=O)O[C@@H](c2ccc(OCCO)cc2)[C@H](C)CCO)cc1
6 | C[C@@H]1CCCCO[C@H](CN(C)S(=O)(=O)c2ccc(F)cc2)[C@@H](C)CN([C@@H](C)CO)C(=O)c2cc(NC(=O)CCCN(C)C)ccc2O1
-4 | C[C@@H]1CN([C@H](C)CO)C(=O)c2cc(-c3cccnc3)cnc2O[C@H]1CN(C)C(=O)Cc1cccnc1
-11 | C[C@H](CO)N1C[C@H](C)[C@H](CN(C)C(=O)Nc2ccccc2)Oc2cc(C#C[C@@H](C)O)ccc2S1(=O)=O
5 | COc1cc(OC)nc(NC(=O)CSc2nc3ccccc3s2)n1
-2 | C[C@@H]1CCCCO[C@@H](CN(C)C(=O)Nc2ccc(C(F)(F)F)cc2)[C@@H](C)CN([C@H](C)CO)C(=O)c2cc(NC(=O)c3ccncc3)ccc2O1
19 | C[C@H](CO)N1C[C@H](C)[C@H](CN(C)Cc2ccncc2)Oc2cc(C#CCN(C)C)ccc2S1(=O)=O
1 | Cc1noc(C)c1NC(=O)N(C)C[C@H]1Oc2ccc(NC(=O)CCCCCC(=O)Nc3ccccc3N)cc2CC(=O)N([C@@H](C)CO)C[C@@H]1C
-3 | Cc1noc(C)c1NC(=O)N(C)C[C@H]1Oc2ccc(NS(=O)(=O)c3ccc(Cl)cc3)cc2CC(=O)N([C@H](C)CO)C[C@H]1C

NSD2 inh | structure
-3 | Cn1nnc(NC(=O)COc2ccc(C3CCCCC3)cc2)n1
4 | Cc1cccc(CN(C)C[C@H]2OCc3cn(nn3)CCCC(=O)N([C@H](C)CO)C[C@H]2C)c1
0 | CCCN(C)C[C@@H]1Oc2cc(-c3ccc(OC)cc3)ccc2S(=O)(=O)N([C@@H](C)CO)C[C@@H]1C
2 | C[C@H]1CN([C@@H](C)CO)C(=O)Cc2cc(NC(=O)CCC(F)(F)F)ccc2O[C@H]1CN(C)C(=O)NC1CCCCC1
-1 | Cc1ccc(-c2ccc3c(c2)O[C@H](CN(C)C(=O)NC(C)C)[C@H](C)CN([C@H](C)CO)S3(=O)=O)cc1
3 | C[C@@H]1CCCCO[C@H](CN(C)C(=O)NC2CCCCC2)[C@@H](C)CN([C@H](C)CO)C(=O)c2cc(NC(=O)c3ccccc3)ccc2O1
-3 | C[C@H](CO)N1C[C@H](C)[C@@H](CN(C)C(=O)NC2CCCCC2)Oc2c(NC(=O)c3ccc(-c4nccs4)cc3)cccc2C1=O
1 | C[C@H]1CN([C@@H](C)CO)C(=O)c2cc(NC(=O)CCC(F)(F)F)ccc2O[C@@H]1CN(C)C(=O)Nc1ccc(C(F)(F)F)cc1
4 | C[C@@H]1CN([C@@H](C)CO)C(=O)Cc2cc(NC(=O)Nc3cccc4ccccc34)ccc2O[C@H]1CN(C)CC1CCCCC1
-8 | Cn1ccnc1CN1CCN(Cc2nccn2C)CC1
2 | C[C@H](CO)N1C[C@H](C)[C@H](CN(C)C(=O)Nc2ccc(F)cc2)Oc2ncc(C#CC3CC3)cc2C1=O
5 | COc1ccc(CN(C)C[C@@H]2Oc3c(NC(=O)Nc4ccc5c(c4)OCO5)cccc3C(=O)N([C@H](C)CO)C[C@H]2C)cc1
6 | Cc1ccc(S(=O)(=O)N(C)C[C@@H]2Oc3ccc(NC(=O)CCC(F)(F)F)cc3C(=O)N([C@H](C)CO)C[C@H]2C)cc1
12 | CC(C)CC#Cc1cnc2c(c1)C(=O)N([C@H](C)CO)C[C@@H](C)[C@@H](CN(C)Cc1cncnc1)O2
-2 | COc1ccc(S(=O)(=O)N(C)C[C@H]2OCCCC[C@@H](C)Oc3ccc(NC(=O)CCCCCC(=O)Nc4ccccc4N)cc3C(=O)N([C@H](C)CO)C[C@@H]2C)cc1
1 | CC(C)COC(=O)N(C)C[C@H]1OCc2cn(nn2)CCCC(=O)N([C@H](C)CO)C[C@H]1C
1 | CNC[C@@H]1OCCCC[C@@H](C)Oc2ccc(NS(=O)(=O)c3ccc(F)cc3)cc2C(=O)N([C@H](C)CO)C[C@H]1C
-6 | COc1ccccc1-c1ccc2c(c1)O[C@@H](CN(C)C(=O)Nc1ccccc1)[C@H](C)CN([C@@H](C)CO)S2(=O)=O
7 | C/C=C/c1cnc2c(c1)C(=O)N([C@H](C)CO)C[C@@H](C)[C@H](CN(C)Cc1ccc(F)cc1)O2
3 | C[C@@H]1CN([C@@H](C)CO)C(=O)c2cccc(NC(=O)NC3CCCCC3)c2O[C@@H]1CN(C)C(=O)NC1CCCCC1

The list is partial, so the mix of outcomes need not match the whole.
